UHRF1 binding – UHRF1 methylated DNA binding inhibitors, primary screen, counter-screen for MBD2 inhibitor project, biochemical, TR-FRET, human UHRF1, single concentration | actives 0.75% (n = 370,000) | UHRF1 binding to methylated oligo | inhibition, % at 4.4 µM | E3 ubiquitin-protein ligase UHRF1 (Homo sapiens), Q96T88; in the data active means inhibition above about 21%;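 further: UHRF1 SRA domain binding a hemimethylated CpG hairpin DNA probe; 0% = median of test compound wells and 100% = reference inhibitor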
DDE Tn7 FP inh – inhibitors of Tn7 peptide binding to fibrin DD(E), primary screen, biochemical, fluorescence polarization, human fibrin, Tn7 probe; Fibrinogen beta chain (Homo sapiens), P02675; FP displacement of FITC-Tn7 peptide from fibrin DD(E); 0% = median of compound wells per plate; inhibition, % at 8.3 µM; actives 0.13% (n = 370,000);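 active means inhibition above the mean of compounds falling within the control limits plus 3 SD of them, cut at about 14% in these data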;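 further: 0% = plate median of compound wells and 100% = 10 µM Aha-Tn7 peptide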
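Assay system: Human fibrin DD(E) protein | Medium: Tris buffer with calcium and detergent, pH 7.8 | Reagent: 0.1 µM fluorescent Tn7 | Compound dosing: Single point at 8.3 µM | Times: 10 min preincubation, 3 h with tracer, room temperature | Detection: Fluorescence polarization of the labelled Tn7 tracer | Controls: Aha-Tn7 high control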
TCR CD3 inh – inhibitors of human TCR-CD3 interaction, primary screen, biochemical, fluorescence, TAMRA-labeled TCR probe | AID 651800, 2012 | actives 0.37% (n = 360,000) | T-cell receptor (TCR) | inhibition, % at 9.4 µM; in the data active means inhibition above about 19%;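 further: recombinant mutant TCR 2C K166C tagged with TAMRA read by polarization; 0% = receptor in buffer alone and 100% = receptor with positive control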
PRMT1 FP inh – PRMT1 methyltransferase inhibitors, primary screen, biochemical, fluorescence polarization; inhibition, % at 2.79 µM; recombinant PRMT1, activity-based probe fluorescence polarization; actives 1.3% (n = 370,000); AID 652257, 2013;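 active means inhibition above about 21% made by adding two undisclosed values, limit read from the data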
Target sequence (Q99873 whole entry, looked up): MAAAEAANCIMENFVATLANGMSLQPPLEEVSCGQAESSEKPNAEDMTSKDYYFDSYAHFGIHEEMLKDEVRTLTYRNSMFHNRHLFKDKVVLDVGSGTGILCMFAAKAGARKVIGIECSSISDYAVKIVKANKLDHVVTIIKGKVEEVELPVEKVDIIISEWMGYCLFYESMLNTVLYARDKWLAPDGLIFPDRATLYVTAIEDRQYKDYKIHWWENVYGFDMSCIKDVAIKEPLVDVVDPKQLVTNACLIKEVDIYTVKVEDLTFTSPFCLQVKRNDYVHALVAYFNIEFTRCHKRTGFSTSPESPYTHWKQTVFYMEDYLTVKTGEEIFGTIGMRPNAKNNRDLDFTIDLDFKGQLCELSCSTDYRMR
mABHD4 FP – ABHD4 inhibitors, primary screen, biochemical, fluorescence polarization, mouse; (Lyso)-N-acylphosphatidylethanolamine lipase (Mus musculus), Q8VD66; purified mABHD4, FP-Rh probe fluorescence polarization; inhibition, % at 8.92 µM; actives 0.54% (n = 370,000);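 active means inhibition exceeding the mean over every tested compound plus 3 SD, cut at about 30% in these data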;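 further: 0% = plate median of compound wells and 100% = S159A mutant with DMSO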
Target sequence (Q8VD66 whole entry, looked up): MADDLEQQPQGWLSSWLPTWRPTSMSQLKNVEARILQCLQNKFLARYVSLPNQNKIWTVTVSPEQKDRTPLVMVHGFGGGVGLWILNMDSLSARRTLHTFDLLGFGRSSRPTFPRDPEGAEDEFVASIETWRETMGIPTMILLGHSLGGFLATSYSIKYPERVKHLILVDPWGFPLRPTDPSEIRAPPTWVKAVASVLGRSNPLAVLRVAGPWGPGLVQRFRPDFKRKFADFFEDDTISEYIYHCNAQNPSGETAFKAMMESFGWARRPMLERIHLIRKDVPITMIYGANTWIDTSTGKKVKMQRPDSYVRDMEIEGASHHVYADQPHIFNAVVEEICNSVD
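system = mouse ABHD4 enzyme, wild type | medium = HEPES pH 7.0, NaCl, Pluronic buffer | also added = FP-Rh probe | incubation = Enzyme–compound pre-incubation 45 min, then probe 60 min, both 25 °C | technique = fluorescence polarization, excitation 525 nm, emission 598 nm, BODIPY TMR filters | controls = S159A mutant high control, sample median low control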
LEDGF integ inh – blockers of LEDGF/p75-dependent integrase strand transfer – biochemical, TR-FRET, high throughput, primary screen. HIV-1 integrase (with human LEDGF/p75). TR-FRET IN-LEDGF/p75 DNA integration, Eu/Cy5. inhibition, % at 3.7 µM. actives 0.64% (n = 370,000). AID 743269, 2014;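 active means inhibition above the screen-wide mean plus 3 SD, cut at about 13% in these data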;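 further: signal is the Cy5 over europium emission ratio at 671 and 618 nm; 0% = plate median of compound wells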
HTRA1 inh – HTRA1 serine protease inhibitors, primary screen, biochemical, fluorescence polarization, HTS | inhibition, % at 5.96 µM | Q92743 | recombinant HTRA1, FP-rhodamine activity-based probe | actives 0.5% (n = 340,000); in the data active means inhibition above about 36%;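 further: 0% = enzyme with DMSO and 100% = wells lacking enzyme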
SIAE inh – human SIAE inhibitors, primary screen, biochemical, fluorescence polarization, FP-Rh probe, 1536-well HTS. actives 0.69% (n = 370,000). Sialate O-acetylesterase (Homo sapiens), Q9HAT2. inhibition, % at 9.66 µM. SIAE FP-Rh probe binding;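 active means inhibition above a cutoff: mean of compounds within the control limits plus 3 SD of those, cut at about 17% in these data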;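 further: 0% = plate median of compound wells and 100% = probe without SIAE protein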
TDP2 inh – human TDP2 enzyme inhibitors, primary screen, biochemical, epi absorbance, recombinant enzyme; Tyrosyl-DNA phosphodiesterase 2 (Homo sapiens), O95551; T5PNP hydrolysis, p-nitrophenol absorbance 415 nm; inhibition, % at 12.8 µM; actives 0.34% (n = 370,000); AID 720702, 2013;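 active means inhibition above the mean of all tested compounds plus 3 SD, set per campaign, cut at about 25% in these data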;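 further: 0% = DMSO with enzyme and 100% = buffer with substrate but no TDP2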
Target sequence (O95551 whole entry, looked up): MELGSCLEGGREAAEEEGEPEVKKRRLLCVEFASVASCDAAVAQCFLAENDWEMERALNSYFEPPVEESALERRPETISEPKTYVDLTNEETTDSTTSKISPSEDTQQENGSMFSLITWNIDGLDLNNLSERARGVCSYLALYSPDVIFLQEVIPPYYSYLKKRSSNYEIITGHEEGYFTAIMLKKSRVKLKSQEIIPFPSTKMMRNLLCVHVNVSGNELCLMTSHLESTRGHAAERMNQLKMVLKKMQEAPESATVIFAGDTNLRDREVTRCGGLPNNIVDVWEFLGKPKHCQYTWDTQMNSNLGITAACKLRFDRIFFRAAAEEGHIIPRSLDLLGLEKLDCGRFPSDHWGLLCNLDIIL
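Incubation: 2 h at 37 °C; Test system: recombinant human TDP2; Quantity: enzyme 120 nM; Read-out basis: percent inhibition; Medium: 50 mM Tris-HCl pH 7.5 with Mg2+, KCl, DTT, BSA; Repeats: single replicate; Compound: 12.8 µM single point, 1% DMSO; Signal: epi absorbance; Reagent: 5 mM T5PNP chromogenic substrate; Benchmarks: no-enzyme high, DMSO-plus-enzyme low.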
PG9 binder – binders of HIV-1 gp120 antibody PG9, primary screen, biochemical, TR-FRET; TR-FRET gp120-PG9 antibody binding; inhibition, % at 6.7 µM; actives 0.43% (n = 360,000); in the data active means inhibition above about 8.5%
An asterisk follows results filed as active; · = no result given.

SMILES | UHRF1 binding | DDE Tn7 FP inh | TCR CD3 inh | PRMT1 FP inh | mABHD4 FP | LEDGF integ inh | HTRA1 inh | SIAE inh | TDP2 inh | PG9 binder
COc1ccc(NC(=S)Nc2cccc(Cl)c2)cc1OC | 3 | 3 | 4 | 24* | 27 | -5 | 2 | 3 | 5 | -2.2
CCOC(=O)N1CCC(NC(=O)c2csc3c2CCCC3)CC1 | 1 | -7 | -2 | 1 | -1 | 3 | 5 | -4 | 1 | 0.5
COC(=O)c1cc(OC)c(OC)cc1NC(=O)CCC1CCCC1 | 0 | 2 | -5 | 0 | -6 | 1 | 0 | 0 | -4 | -1.0
CCOc1ccc(C(=O)CCC(=O)NNC(=O)c2ccccc2O)cc1 | -3 | -6 | 29* | 5 | 8 | -3 | 12 | 3 | 2 | 0.1
CCc1nc2ccc(C(=O)NCCN3CCNC3=O)cn2c1N(C)Cc1ccc(OC)cc1 | 3 | -2 | -5 | 4 | 8 | -2 | · | 6 | 7 | -1.6
O=c1[nH]c(-c2ccccn2)nc2ccccc12 | -2 | 0 | -6 | -2 | 0 | -2 | 0 | -8 | -1 | 1.7
S=c1[nH]nc(-c2ccc3c(c2)OCO3)n1-c1ccccc1 | 2 | 2 | -3 | 6 | 4 | -3 | -2 | -2 | -10 | 1.8
CCN(CC)C(=O)C1CCCc2c1[nH]c1ccc(Cl)cc21 (configuration not stated) | 1 | 6 | -8 | 15 | -10 | 3 | -12 | -3 | -13 | 0.3
COc1ccccc1OCC(=O)Nc1ccc(S(=O)(=O)N2CCOCC2)cc1 | -1 | 5 | -5 | 2 | 6 | -5 | 2 | -1 | -11 | 0.9
CCc1ccc(CCC(=O)Nc2ccc(C(=O)O)cc2)o1 | 1 | -3 | 2 | 3 | -4 | 6 | 1 | 1 | -1 | -0.9

Reformatted with two lines to a compound: part of the list above
Sequence of screens – UHRF1 binding	DDE Tn7 FP inh	TCR CD3 inh	PRMT1 FP inh	mABHD4 FP	LEDGF integ inh	HTRA1 inh	SIAE inh	TDP2 inh	PG9 binder
CCOC(=O)N1CCC(NC(=O)c2csc3c2CCCC3)CC1
    1	-7	-2	1	-1	3	5	-4	1	0.5
COC(=O)c1cc(OC)c(OC)cc1NC(=O)CCC1CCCC1
    0	2	-5	0	-6	1	0	0	-4	-1.0

As entered above:
Reading for CCOc1ccc(C(=O)CCC(=O)NNC(=O)c2ccccc2O)cc1 in LEDGF integ inh: -3
Reading for COC(=O)c1cc(OC)c(OC)cc1NC(=O)CCC1CCCC1 in TDP2 inh: -4
Reading for CCOC(=O)N1CCC(NC(=O)c2csc3c2CCCC3)CC1 in mABHD4 FP: -1

Other structures
SMILES | UHRF1 binding | DDE Tn7 FP inh | TCR CD3 inh | PRMT1 FP inh | mABHD4 FP | LEDGF integ inh | HTRA1 inh | SIAE inh | TDP2 inh | PG9 binder
O=C(C1CCCO1)N1CCN(c2ncccn2)CC1 (configuration not stated) | 0 | 3 | 3 | -2 | 6 | -1 | 6 | 0 | 3 | -0.4
CC1(C(=O)Nc2ccc(Cl)cc2)Cc2c(-c3cccc(C(N)=O)c3)ccnc2O1 (configuration not stated) | 0 | 3 | 1 | 1 | -8 | -2 | · | -2 | 10 | 0.7
CCOc1ccc(NC(=O)CCCOc2cc(=O)n(C)c3ccccc23)cc1 | 3 | -4 | 2 | -2 | 3 | 0 | 1 | -1 | 1 | -0.2
Cc1ccc(-n2c(=O)cc(N3CC(C)OC(C)C3)[nH]c2=O)cc1 (configuration not stated) | -2 | -2 | 6 | -1 | -3 | 0 | 2 | 3 | 6 | 0.3
COc1ccc(NC(=O)c2cccc(Oc3ccc([N+](=O)[O-])cc3Cl)c2)cc1 | -4 | 4 | 1 | 0 | -32 | 2 | -41 | -26 | 4 | -0.5
COCCn1c(SC(C)C(=O)Nc2ccc3c(c2)OCCO3)nc2ccccc2c1=O (configuration not stated) | 0 | -2 | 0 | 0 | -2 | -1 | 2 | 3 | 13 | -1.4
Cc1ccc(S(=O)(=O)N2CCN(C3CC(=O)N(c4ccc(F)cc4)C3=O)CC2)cc1C (configuration not stated) | 0 | 6 | -6 | 1 | 4 | 0 | -1 | 0 | 6 | 1.7
COc1ccc(CSc2nnc(Cc3sc(-c4ccccc4)nc3-c3ccccc3)o2)cc1 | 1 | 8 | -1 | 4 | -4 | -3 | 3 | 3 | -14 | -2.2
COc1ccc(CN(C)C(=O)c2ccc(NS(=O)(=O)c3ccc4[nH]c(=O)[nH]c4c3)cc2)c(OC)c1 | 1 | 2 | 5 | -3 | -20 | -1 | -5 | -19 | -27 | -2.3
O=C(N/N=C/c1ccccc1OC(=O)N1CCOCC1)c1cccs1 | -4 | 6 | 10 | -3 | -3 | -4 | 2 | 5 | 2 | 0.3
COc1cc(C(=O)COC(=O)c2ccncc2)cc(OC)c1OC | -1 | -2 | -9 | 1 | -3 | 2 | -1 | 6 | -3 | 0.9
COc1ccc(C(CNC(=O)CSc2ccccc2C)N(C)C)cc1 (configuration not stated) | -1 | 4 | 0 | 2 | -1 | -1 | 0 | -3 | 9 | -0.5
COc1ccc(NC(=O)CSc2nnc(C3CCCCC3)n2-c2ccccc2)cc1 | -1 | -3 | -3 | -3 | -2 | 0 | -12 | 7 | 5 | 3.3
O=C(Oc1cccc(Nc2ncnc3ccccc23)c1)c1cccnc1 | -3 | 2 | 4 | -2 | 4 | 3 | -14 | 1 | 9 | 0.2
CCOC(=O)N1CCN(Cc2nc(N)nc(Nc3ccc(C)cc3C)n2)CC1 | -1 | 3 | -4 | 1 | -6 | -5 | 4 | 2 | -4 | 0.6
COc1ccc(S(=O)(=O)N(C)C)cc1NC(=O)COC(=O)c1n[nH]c2ccccc12 | -3 | 0 | 7 | -3 | -2 | -3 | -15 | -6 | 7 | -0.7
Cn1c(Cc2ccccc2)nc(=O)c2ccccc21 | 2 | 5 | -2 | 4 | 3 | -1 | · | -1 | -9 | -0.5
N#Cc1c(-c2ccc(Cl)cc2)cc(-c2cccs2)nc1SCC(=O)O | -1 | 4 | 10 | 7 | -11 | 0 | -53 | -22 | -1 | -1.7
COc1ccccc1CCC(=O)NNC(=O)Cn1nc(C)cc1C | 0 | -3 | 1 | 0 | 1 | 1 | 11 | -2 | 4 | -0.9
C=CCOc1ccc2ccccc2c1CNCCCN1CCOCC1 | -3 | -10 | 4 | -1 | 8 | 2 | 1 | 2 | -10 | -2.1
COc1ccc(NC(=O)CSc2nccn2C)c([N+](=O)[O-])c1 | -2 | 2 | -1 | -2 | 2 | 2 | 4 | 3 | -5 | -0.1
Cc1occc1-c1nnc(SCC(=O)NC(C)(C)C)n1C(C)c1ccccc1 (configuration not stated) | 0 | 3 | 4 | 0 | -3 | -4 | -5 | 0 | 14 | 4.5
N#C/C(=C/c1ccc(N2CCCCC2)o1)c1cccc(F)c1 | -4 | 1 | -2 | 16 | 18 | 6 | 15 | 6 | -1 | -0.7
CCn1c(SCC(=O)N2CCCC(C)C2)nnc1-c1ccc(S(=O)(=O)N2CCN(C)CC2)cc1 (configuration not stated) | 1 | 5 | 0 | 0 | 7 | -4 | 5 | 2 | 13 | -0.9
COC(=O)c1[nH]c(C)c(/C(O)=C2\C(=O)C(=O)N(CCCN3CCOCC3)C2c2ccccn2)c1C (configuration not stated) | 16 | -3 | 0 | 3 | 7 | 3 | -4 | 7 | 13 | -3.5
Cc1cc(NC2CCCCC2)nc(N2CCOCC2)n1 | -2 | 1 | -1 | -4 | 3 | 5 | 7 | 1 | -5 | 1.2
Nc1cc(S(=O)(=O)O)cc2ccc(S(=O)(=O)O)cc12 | 5 | -2 | -1 | 35* | 17 | 6 | 5 | 1 | 21 | -1.8
CC(=O)Nc1cccc(NC(=O)c2cccc(S(=O)(=O)N3CCN(Cc4ccccc4)CC3)c2)c1 | 1 | -4 | -4 | -5 | -34 | 7 | -23 | -19 | -9 | -0.6
CC(=O)Nc1ccc(S(=O)(=O)N2CCCC(C(=O)N3CCN(c4ccccc4)CC3)C2)cc1 (configuration not stated) | 1 | 8 | 1 | -1 | 5 | 1 | 0 | -8 | -2 | 0.2
CC(=O)c1c(C)[nH]c(C(=O)COC(=O)Cc2ccccc2F)c1C | -2 | 7 | 4 | -2 | -3 | -1 | 0 | 2 | 5 | -1.4
Cc1ccccc1C(=O)Nc1ccc(C(=O)N/N=C/c2ccncc2)cc1 | -2 | -3 | 5 | -1 | -6 | 1 | 3 | 0 | 0 | -0.8
CCOc1ccccc1NC(=O)C1C2CCC3C(CCC21)C3(Cl)Cl (configuration not stated) | 26* | -6 | 0 | -1 | -16 | 4 | -10 | -4 | -10 | -2.8
N#Cc1ccccc1OCCOCCNC1CCCC1 | 2 | -6 | 1 | -5 | 13 | 3 | 2 | -7 | 2 | -3.5
Clc1ccc(Cl)c(-c2nn3c(Cn4cnc5ccccc54)nnc3s2)c1 | -4 | 0 | 4 | 1 | 5 | -4 | 5 | -4 | 15 | -0.5
CCOc1ccccc1NC(=O)NCc1ccccc1 | -3 | 1 | 3 | -3 | -11 | 0 | -7 | -2 | 5 | -3.6
CC1CN(c2ccc(S(=O)(=O)N3CCOCC3)cn2)CC(C)O1 (configuration not stated) | -1 | -1 | 8 | 0 | 4 | -2 | 4 | 7 | 12 | 1.1
Cc1cc(C)nc(NC(=O)c2cccc([N+](=O)[O-])c2C)n1 | 0 | 2 | 1 | -2 | 4 | -2 | -1 | -2 | 1 | 0.6
Cc1cccc(NC(=O)C2CCN(c3nc(C)cc(C)n3)CC2)c1 | 0 | -1 | -3 | 1 | -6 | 1 | -1 | -1 | 6 | 0.5
COc1cccc(C(=O)NNC2=CC(=O)CC(C)(C)C2)c1 | -1 | -3 | 9 | 0 | -1 | 8 | 1 | 4 | -9 | -3.2
COC(=O)[C@]1(Cc2ccccc2)N[C@H](CN(C)C(=O)C2CCCCC2)[C@@H]2C(=O)N(Cc3ccccc3)C(=O)[C@@H]21 | 0 | 6 | -4 | 3 | 2 | 1 | -12 | -1 | 8 | -2.5
O=C(CCSc1nnc(-c2ccccc2)o1)N1CCOCC1 | 2 | -1 | 8 | -3 | 1 | -2 | 4 | -1 | 2 | 4.2

Assay outcomes deposited in PubChem by The Scripps Research Institute Molecular Screening Center.

The order is random; about 4.2% have a hit in one of these screens.
